BioA inh: BioA (M. tuberculosis) enzyme inhibition | purified M. tuberculosis BioA enzyme, plate reader | inhibition, % at 9.99 µM | 360,000 compounds, 0.096% hits; in the data active = inhibition above about 40%
* marks the source's active call; other numbers are inactive results. The list is partial; the hit share may differ from the screen's.

Start of the data: the first three entries (preview)
Structure | BioA inh
C[C@@H]1CN([C@@H](C)CO)C(=O)CCCn2cc(nn2)CO[C@@H]1CN(C)C(=O)Nc1ccc(-c2cccs2)cc1 | -1.9
C[C@H]1CN([C@@H](C)CO)C(=O)Cc2cc(NC(=O)Nc3ccc4c(c3)OCO4)ccc2O[C@H]1CN(C)C(=O)Nc1cccc2ccccc12 | -0.8
CN1[C@@H]2c3ccc(-c4ccccc4)c(=O)n3C[C@@H]2[C@@H](CO)[C@@H]1C(=O)Nc1ccccc1 | 0.0

Main list, repeating the preview:
Structure | BioA inh
C[C@@H]1CN([C@@H](C)CO)C(=O)CCCn2cc(nn2)CO[C@@H]1CN(C)C(=O)Nc1ccc(-c2cccs2)cc1 | -1.9
C[C@H]1CN([C@@H](C)CO)C(=O)Cc2cc(NC(=O)Nc3ccc4c(c3)OCO4)ccc2O[C@H]1CN(C)C(=O)Nc1cccc2ccccc12 | -0.8
CN1[C@@H]2c3ccc(-c4ccccc4)c(=O)n3C[C@@H]2[C@@H](CO)[C@@H]1C(=O)Nc1ccccc1 | 0.0
COCC(=O)Nc1ccc2c(c1)[C@@H]1C[C@H](CC(=O)NCc3ccc4c(c3)OCO4)O[C@H](CO)[C@@H]1O2 | 1.3
CCCN(C)C[C@@H]1Oc2cc(C#CC3(O)CCCC3)ccc2S(=O)(=O)N([C@H](C)CO)C[C@@H]1C | 0.1
Cc1ccc(S(=O)(=O)N(C)C[C@H]2OCCCC[C@@H](C)Oc3ccc(NC(=O)CCC(F)(F)F)cc3C(=O)N([C@@H](C)CO)C[C@H]2C)cc1 | 0.2
C[C@H]1CN([C@@H](C)CO)S(=O)(=O)c2ccc(C#CC3CC3)cc2O[C@H]1CN(C)S(C)(=O)=O | 2.7
Cc1ccc(S(=O)(=O)Nc2ccc3c(c2)C(=O)N([C@H](C)CO)C[C@H](C)[C@@H](CN(C)C(=O)Nc2ccc(F)cc2)OCCCC[C@H](C)O3)cc1 | -2.2

(cont.)
Structure | BioA inh
CCC(=O)N1[C@@H](CO)[C@H](c2ccc(C3=CCCC3)cc2)[C@@H]1CNC(=O)CN(C)C | 2.8
C[C@@H]1CN([C@H](C)CO)S(=O)(=O)c2ccc(C#CC(C)(C)O)cc2O[C@@H]1CN(C)Cc1ccc(F)cc1 | 0.5
CNC[C@H]1OCCCC[C@@H](C)Oc2ccc(NC(=O)Nc3ccc(F)cc3)cc2C(=O)N([C@@H](C)CO)C[C@@H]1C | -4.3
COCC(=O)N(C)C[C@@H]1Oc2cc(-c3ccc(C#N)cc3)ccc2S(=O)(=O)N([C@@H](C)CO)C[C@H]1C | -0.8
CO[C@@H]1CN(C)C(=O)c2cc(NC(=O)Nc3cccc(F)c3)ccc2OC[C@@H](C)N(C(=O)C2CC2)C[C@H]1C | 0.3
O=C(Nc1ccccc1F)N1CCCCN2[C@@H](CO)[C@@H](c3ccc(/C=C/c4ccccc4)cc3)[C@@H]2C1 | 9.8
CC(C)NC(=O)Nc1ccc2c(c1)CC(=O)N([C@@H](C)CO)C[C@H](C)[C@H](CN(C)S(=O)(=O)c1cn(C)cn1)O2 | -1.8
C[C@H]1CCCCO[C@H](CN(C)S(=O)(=O)c2cn(C)cn2)[C@@H](C)CN([C@@H](C)CO)C(=O)c2cc(NC(=O)CCCN(C)C)ccc2O1 | 0.1

Carrying on.
Structure | BioA inh
CCCNC(=O)c1cc2c(c(-c3cccc(-c4cccc(OC)c4)c3)n1)[C@H](CCO)N([S@@](=O)C(C)(C)C)C2 | 0.8
COc1ccc(CN(C)C[C@H]2OCCCC[C@@H](C)Oc3ccc(NC(=O)CCC(F)(F)F)cc3C(=O)N([C@@H](C)CO)C[C@@H]2C)cc1 | 1.1
CO[C@@H]1CN(C)C(=O)c2cc(NS(=O)(=O)c3cccc(F)c3)ccc2OC[C@@H](C)N(C(=O)Cc2cccnc2)C[C@@H]1C | -1.2
N#C[C@H]1[C@@H](c2ccc(C#Cc3ccccc3F)cc2)[C@H](CO)N1C(=O)C1CCC1 | -2.1
C[C@@H]1CN([C@H](C)CO)C(=O)Cc2cc(NS(=O)(=O)c3cccs3)ccc2O[C@H]1CN(C)C(=O)Nc1ccc2c(c1)OCO2 | -0.3
O=C(C[C@@H]1C[C@H]2c3cc(NC(=O)CC4CC4)ccc3O[C@H]2[C@@H](CO)O1)NCc1cc(F)ccc1F | -0.4
COc1ccc(S(=O)(=O)N(C)C[C@H]2Oc3c(NC(=O)Nc4ccc(C(F)(F)F)cc4)cccc3C(=O)N([C@@H](C)CO)C[C@H]2C)cc1 | -2.8
Cc1noc(C)c1S(=O)(=O)Nc1cccc2c1O[C@H](CN(C)Cc1ccc(-c3ccccc3)cc1)[C@H](C)CN([C@H](C)CO)C2=O | -0.6

Further records follow.
Structure | BioA inh
Cc1noc(C)c1S(=O)(=O)N(C)C[C@H]1Oc2c(NS(=O)(=O)c3ccc(F)cc3)cccc2C(=O)N([C@@H](C)CO)C[C@H]1C | -0.3
CO[C@H](C(=O)N(C)C[C@@H]1OCc2ccccc2-c2ccccc2C(=O)N([C@@H](C)CO)C[C@H]1C)c1ccccc1 | 1.3
Cc1noc(C)c1NC(=O)Nc1ccc2c(c1)C(=O)N([C@@H](C)CO)C[C@@H](C)[C@H](CN(C)C(=O)Nc1ccc3c(c1)OCO3)OCCCC[C@H](C)O2 | 1.1
COCC(=O)N1[C@H](C(=O)NCc2ccccc2)[C@@H](CO)[C@@H]2Cn3c(cccc3=O)[C@@H]21 | -1.8
C[C@H](CO)N1C[C@H](C)[C@H](CN(C)S(C)(=O)=O)Oc2ccc(NC(=O)CCN3CCOCC3)cc2CC1=O | 1.6
CCCNC(=O)N1C[C@H](O)COC[C@H]2O[C@H](CC(=O)N[C@@H]3CCN(Cc4ccccc4)C3)CC[C@@H]21 | -1.1
C[C@H]1CN([C@@H](C)CO)C(=O)Cc2cc(NC(=O)NC3CCCCC3)ccc2O[C@@H]1CN(C)Cc1ccc(Cl)c(Cl)c1 | 1.3
O=C(C[C@H]1CC[C@@H](NC(=O)C2CCC2)[C@H](CO)O1)NC1CCCCC1 | 0.5

Continued.
Structure | BioA inh
C[C@@H]1CN([C@@H](C)CO)C(=O)c2cc(NC(=O)Cn3cnnn3)ccc2O[C@H]1CN(C)Cc1ccc(Cl)c(Cl)c1 | 5.2
CCCN(C)C[C@@H]1Oc2cc(C#CC3CCCCC3)ccc2S(=O)(=O)N([C@@H](C)CO)C[C@H]1C | -0.5
C[C@@H]1CN([C@@H](C)CO)C(=O)Cc2cc(NS(C)(=O)=O)ccc2O[C@@H]1CN(C)C(=O)Nc1cccc2ccccc12 | -0.8
COc1cccc(-c2ccc([C@H]3[C@H](CO)N4CCCCN(C(=O)c5ccc(F)cc5)C[C@@H]34)cc2)c1 | -3.2
C[C@H](NC(=O)[C@H]1N[C@H]2c3ccc(-c4ccc(C(=O)N(C)C)cc4)c(=O)n3C[C@H]2[C@@H]1CO)c1ccccc1 | -0.2
CC(=O)N1[C@@H]2Cn3c(ccc(C4=CCCC4)c3=O)[C@H]1[C@@H](C(=O)NC1CCCCC1)[C@@H]2CO | -1.5
COCC(=O)N1[C@@H]2c3cccc(=O)n3C[C@@H]2[C@@H](CO)[C@@H]1C(=O)NCc1ccccc1 | -2.1
C[C@H](CO)N1C[C@H](C)[C@@H](CN(C)CC2CCCCC2)Oc2ccc(NC(=O)NC3CCCCC3)cc2C1=O | 0.0

(cont.)
Structure | BioA inh
CC(C)C#Cc1ccc([C@H]2[C@H](CO)N3CCCCN(C(=O)NC(C)C)C[C@@H]23)cc1 | -1.7
COc1ccccc1NC(=O)N[C@H]1C=C[C@@H](CC(=O)N2CCC(Cc3ccccc3)CC2)O[C@@H]1CO | -2.0
C[C@H]1CN([C@@H](C)CO)C(=O)Cc2cc(NC(=O)Cn3cnnn3)ccc2O[C@@H]1CN(C)CC1CC1 | -1.5
CC(C)NC(=O)N(C)C[C@@H]1Oc2ccc(NC(=O)C3CCCCC3)cc2CC(=O)N([C@H](C)CO)C[C@H]1C | -1.6
Cc1ccc(S(=O)(=O)N(C)C[C@@H]2Oc3c(NC(=O)Nc4c(C)noc4C)cccc3C(=O)N([C@H](C)CO)C[C@H]2C)cc1 | -1.1
C[C@@H]1CN([C@H](C)CO)C(=O)c2cccc(NC(=O)C3CC3)c2O[C@H]1CN(C)S(=O)(=O)c1cn(C)cn1 | 0.1
CC(C)c1cn(CC[C@H]2CC[C@@H](NC(=O)C3CCC3)[C@H](CO)O2)nn1 | -2.0
C[C@@H]1CN([C@H](C)CO)C(=O)CCCn2cc(nn2)CO[C@H]1CN(C)Cc1ccc(C(=O)Nc2ccccc2N)cc1 | -0.8

(further entries)
Structure | BioA inh
CC(C)NC(=O)N(C)C[C@H]1Oc2cc(-c3cncnc3)ccc2S(=O)(=O)N([C@@H](C)CO)C[C@H]1C | -0.4
Cc1noc(C)c1NC(=O)N(C)C[C@@H]1Oc2ccc(NS(=O)(=O)c3ccc(F)cc3)cc2C(=O)N([C@H](C)CO)C[C@@H]1C | -1.7
CNC[C@@H]1OCCCC[C@H](C)Oc2ccc(NS(=O)(=O)c3ccc(OC)cc3)cc2C(=O)N([C@@H](C)CO)C[C@@H]1C | -1.5
Cc1noc(C)c1NC(=O)N(C)C[C@@H]1Oc2ccc(NC(=O)c3ccncc3)cc2C(=O)N([C@H](C)CO)C[C@H]1C | -0.3
C[C@H](CO)N1C[C@H](C)[C@H](CN(C)C(=O)C2CC2)Oc2cc(C#CCN(C)C)ccc2S1(=O)=O | -0.6
O=C(N[C@H]1CC[C@H](CCNS(=O)(=O)c2ccc(Cl)cc2)O[C@@H]1CO)c1cnccn1 | -0.8
O=C(CN1CCOCC1)N[C@H]1CC[C@@H](CCNC(=O)Nc2cc(F)ccc2F)O[C@@H]1CO | -2.0
CCCNC(=O)Nc1ccc2c(c1)C(=O)N(C)C[C@@H](OC)[C@H](C)CN(Cc1cccnc1)[C@H](C)CO2 | 0.6

Carrying on:
Structure | BioA inh
Cc1ccc(S(=O)(=O)N(C)C[C@@H]2Oc3c(NC(=O)c4cnccn4)cccc3C(=O)N([C@@H](C)CO)C[C@H]2C)cc1 | 0.8
O=C(C[C@H]1C=C[C@H](NC(=O)Cc2cccnc2)[C@H](CO)O1)Nc1ccccc1 | -2.3
Cc1ccc(S(=O)(=O)N(C)C[C@@H]2Oc3ccc(NC(=O)NC4CCCCC4)cc3CC(=O)N([C@H](C)CO)C[C@H]2C)cc1 | -0.5
C[C@@H]1CN([C@@H](C)CO)C(=O)Cc2cc(NS(=O)(=O)c3cn(C)cn3)ccc2O[C@@H]1CN(C)Cc1ccccc1 | -4.2
C[C@@H]1CN([C@@H](C)CO)C(=O)c2cccc(NC(=O)NC3CCCCC3)c2O[C@@H]1CN(C)C(=O)Nc1cccc2ccccc12 | 0.1
O=C(C[C@H]1C=C[C@H](NC(=O)NC2CCCCC2)[C@H](CO)O1)NCc1ccccc1 | -4.2
C[C@H](CO)N1C[C@H](C)[C@@H](CN(C)C(=O)Cc2ccncc2)Oc2cc(C#CC3CCCCC3)ccc2S1(=O)=O | 1.3
C[C@H](CO)N1C[C@H](C)[C@@H](CN(C)C)Oc2cc(C#CC3CCCC3)ccc2S1(=O)=O | -3.8

New compounds follow:
Structure | BioA inh
C[C@H](CO)N1C[C@H](C)[C@@H](CN(C)C(=O)NC2CCCCC2)Oc2ccc(NC(=O)Nc3cccc4ccccc34)cc2C1=O | -2.0
C[C@@H]1CN([C@@H](C)CO)C(=O)c2cccc(N(C)C)c2O[C@@H]1CN(C)C(=O)NC1CCCCC1 | -1.1
C[C@@H]1CCCCO[C@@H](CN(C)S(=O)(=O)c2ccccc2)[C@@H](C)CN([C@@H](C)CO)C(=O)c2cc(NC(=O)CCC(F)(F)F)ccc2O1 | 3.3
C[C@@H]1CN([C@H](C)CO)C(=O)c2cc(NS(C)(=O)=O)ccc2O[C@@H]1CN(C)Cc1ccccc1 | -1.2
C[C@@H]1CN([C@H](C)CO)C(=O)Cc2cc(NC(=O)c3ccncc3)ccc2O[C@@H]1CN(C)C(=O)Nc1cccc2ccccc12 | 1.1
CCNC(=O)C[C@@H]1CC[C@@H]2[C@H](COC[C@H](O)CN2C(=O)CC)O1 | 0.9
COc1ccc(CN(C)C[C@H]2Oc3ccc(NC(=O)Nc4c(C)noc4C)cc3CC(=O)N([C@H](C)CO)C[C@H]2C)cc1 | 1.7
CC(C)NC(=O)N(C)C[C@H]1Oc2ccc(NS(=O)(=O)c3ccc(F)cc3)cc2CC(=O)N([C@H](C)CO)C[C@H]1C | -2.6

The listing continues:
Structure | BioA inh
C[C@@H]1CCCCO[C@H](CN(C)Cc2ccccc2)[C@@H](C)CN([C@H](C)CO)C(=O)c2cc(NS(=O)(=O)c3cn(C)cn3)ccc2O1 | -2.8
COc1cccc(S(=O)(=O)Nc2ccc3c(c2)C(=O)N(C)C[C@@H](OC)[C@H](C)CN(Cc2ccccc2F)[C@H](C)CO3)c1 | -1.6
OC[C@@H]1[C@H](c2ccc(Br)cc2)[C@@H]2CN(Cc3cncnc3)CCCCN12 | 0.4
COc1ccccc1-c1ccc([C@H]2[C@H](C#N)N(C(=O)C3CC3)[C@H]2CO)cc1 | 12
COc1ccccc1-c1ccc([C@@H]2[C@@H](CO)N3CCCCN(C(=O)c4ccncc4)C[C@@H]23)cc1 | -3.0
CC(C)C(=O)Nc1ccc2c(c1)C(=O)N(C)[C@H]1CC[C@@H](CC(=O)NCc3ccccc3F)O[C@H]1CO2 | -2.1
COc1ccc(NC(=O)Nc2ccc3c(c2)C(=O)N([C@@H](C)CO)C[C@@H](C)[C@@H](CN(C)C(=O)Nc2c(C)noc2C)OCCCC[C@@H](C)O3)cc1 | -2.0
C[C@H](CO)N1C[C@H](C)[C@@H](CN(C)C(=O)Oc2cccc3ccccc23)OCc2cnnn2CCCC1=O | 0.7

Taken from the results shown (5 entries):
Structure | BioA inh
C[C@@H]1CCCCO[C@H](CN(C)Cc2ccccc2)[C@@H](C)CN([C@H](C)CO)C(=O)c2cc(NS(=O)(=O)c3cn(C)cn3)ccc2O1 | -2.8
COc1cccc(S(=O)(=O)Nc2ccc3c(c2)C(=O)N(C)C[C@@H](OC)[C@H](C)CN(Cc2ccccc2F)[C@H](C)CO3)c1 | -1.6
OC[C@@H]1[C@H](c2ccc(Br)cc2)[C@@H]2CN(Cc3cncnc3)CCCCN12 | 0.4
COc1ccccc1-c1ccc([C@H]2[C@H](C#N)N(C(=O)C3CC3)[C@H]2CO)cc1 | 12
COc1ccccc1-c1ccc([C@@H]2[C@@H](CO)N3CCCCN(C(=O)c4ccncc4)C[C@@H]23)cc1 | -3.0
